G9a inh = inhibitors of human histone lysine methyltransferase G9a; Q96KQ7; G9a H3K9 monomethylation, AlphaScreen, 2 h; Potency, µM (titrated, usually from 102 µM), without a hit: top-dose activity, negative = inhibition, hits mostly inhibitors; 350,000 compounds, 8.8% hits; also: % is scaled to controls: 0 for no effect and ±100 for the full control effect; nearly all actives have a fitted effect of over 75% in size
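AlphaScreen detection with an anti-monomethyl H3K9 antibody quantified product after a 2 h room-temperature reaction containing 500 nM biotinylated H3K9 peptide, 20 µM SAM and 20 nM enzyme, which had been preincubated 15 min with compound.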
BLM inh = inhibitors of human Bloom syndrome helicase BLM; recombinant BLM DNA unwinding, fluorescence dequenching; 350,000 compounds, 0.2% hits; P54132; AID 2528; Potency, µM (highest dose often 56.1 µM), for the others: at the highest dose activity change, negative = inhibition, actives largely listed as inhibitors;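 also: plate controls were vehicle for no effect and no enzyme for full effect; nearly all actives have a fitted effect of over 35% in size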
POLH inh = DNA polymerase eta (human) inhibition; recombinant Pol eta, fluorescent DNA replication assay; Potency, µM (highest dose often 114 µM), without a hit: at the top dose activity change, negative = inhibition, most hits filed as inhibitors; 390,000 compounds, 1.2% hits; AID 588591; also: % is scaled to controls: 0 for no effect and ±100 for the full control effect
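Pol eta at 10 nM preincubated with compounds 15 min at room temperature; reaction started with fluorescent substrate (50 nM final) and read kinetically at 0 and 10 min.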
Pol kappa inh = blocks human DNA polymerase kappa activity. 400,000 compounds, 0.53% hits. purified Pol kappa, fluorescent DNA synthesis assay, 10 min. Potency, µM (highest dose often 107 µM), for the others: at the top dose activity, negative = inhibition, most hits filed as inhibitors. AID 588579; also: % is scaled to controls: 0 for no effect and ±100 for the full control effect
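Here, compound and 10 nM enzyme are combined for 15 min at room temperature; adding 50 nM substrate (final) starts DNA synthesis, tracked by fluorescence at 0 and 10 min against buffer-only wells.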
BAZ2B inh = BAZ2B (human) inhibition; AID 504333; Potency, µM (highest dose often 114 µM), for inactives: at the highest dose activity change, negative = inhibition, hits mostly inhibitors; Q9UIF8; 360,000 compounds, 4.4% hits; AlphaScreen BAZ2B-H3K14Ac peptide displacement; also: % is scaled to controls: 0 for no effect and ±100 for the full control effect; nearly all actives have a fitted effect of over 60% in size
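Multi-concentration screen (max 110 uM) measuring displacement of acetylated histone H3 peptide from BAZ2B by AlphaScreen, using 50 nM protein, 50 nM peptide and 10 ug/mL streptavidin donor plus Ni-chelate acceptor beads.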
Pol iota inh = inhibitors of human DNA polymerase iota | Q9UNA4 | Pol iota fluorescent replication assay, 10 min | Potency, µM (doses to about 115 µM), for the others: at the top dose activity, negative = inhibition, actives largely listed as inhibitors | 390,000 compounds, 1% hits | AID 588590
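Fluorescent replication assay read twice, at 0 min and 10 min after adding 50 nM (final) substrate. Enzyme (10 nM) and compounds were first incubated 15 min at room temperature; enzyme-free buffer wells were negative controls.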
POLB inh = DNA polymerase beta (human) inhibition; Pol beta primer extension/strand displacement, fluorescence kinetic; Potency, µM (doses to about 114 µM), for inactives: top-dose activity change, negative = inhibition, hits mostly inhibitors; 340,000 compounds, 1.3% hits; AID 485314; also: % is scaled to controls: 0 for no effect and ±100 for the full control effect
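Homogeneous kinetic assay of primer extension and strand displacement by 10 nM Pol beta, preincubated 15 min at room temperature with compound before 50 nM substrate (final) was added. Read at 0 and 10 min; four-parameter Hill fit.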
JMJD2A Tudor inh = inhibitors of human JMJD2A Tudor domain; Potency, µM (titrated, usually from 114 µM), without a hit: at the highest dose activity change, negative = inhibition, usual class: inhibitors; AlphaScreen JMJD2A-Tudor / H3K4me3 peptide binding; 390,000 compounds, 4.4% hits; AID 504339; O75164; also: % is scaled to controls: 0 for no effect and ±100 for the full control effect; nearly all actives have a fitted effect of over 50% in size
Target sequence (O75164 whole entry, looked up, the tested form may be a part): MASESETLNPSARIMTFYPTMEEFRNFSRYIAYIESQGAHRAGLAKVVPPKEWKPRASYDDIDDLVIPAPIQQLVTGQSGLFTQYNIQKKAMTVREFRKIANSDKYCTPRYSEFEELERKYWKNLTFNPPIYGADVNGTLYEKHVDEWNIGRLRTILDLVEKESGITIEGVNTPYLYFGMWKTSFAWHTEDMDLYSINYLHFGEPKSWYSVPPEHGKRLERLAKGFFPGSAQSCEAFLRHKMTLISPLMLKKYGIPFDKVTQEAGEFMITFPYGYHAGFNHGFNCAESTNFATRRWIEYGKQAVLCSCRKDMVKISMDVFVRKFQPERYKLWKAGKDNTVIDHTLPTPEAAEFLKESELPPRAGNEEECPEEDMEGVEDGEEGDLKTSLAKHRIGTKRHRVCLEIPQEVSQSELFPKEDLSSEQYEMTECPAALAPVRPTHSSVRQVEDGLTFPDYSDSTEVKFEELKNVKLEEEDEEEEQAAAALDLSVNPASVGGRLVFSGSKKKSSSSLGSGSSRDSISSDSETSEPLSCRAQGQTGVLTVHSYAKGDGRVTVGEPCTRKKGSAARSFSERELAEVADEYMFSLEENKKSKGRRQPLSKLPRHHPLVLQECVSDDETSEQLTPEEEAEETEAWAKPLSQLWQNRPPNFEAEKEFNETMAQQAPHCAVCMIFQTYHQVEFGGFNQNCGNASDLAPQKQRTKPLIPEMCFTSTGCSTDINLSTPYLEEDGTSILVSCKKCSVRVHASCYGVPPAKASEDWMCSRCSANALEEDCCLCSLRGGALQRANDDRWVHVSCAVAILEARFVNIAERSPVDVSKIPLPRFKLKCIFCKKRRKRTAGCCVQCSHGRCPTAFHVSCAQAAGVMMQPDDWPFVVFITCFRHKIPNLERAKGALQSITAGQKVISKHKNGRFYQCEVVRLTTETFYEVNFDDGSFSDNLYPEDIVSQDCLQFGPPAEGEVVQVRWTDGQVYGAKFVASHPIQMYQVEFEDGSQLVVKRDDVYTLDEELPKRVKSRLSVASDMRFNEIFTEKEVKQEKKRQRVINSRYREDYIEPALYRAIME
APE1 inh = blocks human APE1 abasic DNA cleavage. P27695. recombinant APE1, TAMRA/BHQ-2 abasic DNA cleavage fluorescence. Potency, µM (top dose mostly 65.8 µM), inactives show at the highest dose activity change, negative = inhibition, most hits filed as inhibitors. 350,000 compounds, 0.35% hits;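 also: plate controls were vehicle for no effect and reference inhibitor for full effect; nearly all actives have a fitted effect of over 55% in size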
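Activity was derived from the fluorescence gain between first and third kinetic reads (60 s intervals, ex 525/em 598 nm) after 50 nM THF-abasic TAMRA/BHQ-2 duplex was added to 0.75 nM APE1 preincubated 15 min with compound.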
Starred values were filed as active, the others as inactive; ? = inconclusive; / = no result given; & = joins results of further samples; [ ] = dose if it differs, or a comment. Calls follow the shape of the dose curve; as a rule, active = well fitted curve in the direction sought with a large enough effect; inconclusive = small, poorly fitted or top-dose-only effect, or another doubt; inactive = no such curve, though single readings can be large; an effect the other way counts as inactive or inconclusive. Potency is read from the fitted curve at half-maximal effect. The list is partial, so the mix of outcomes need not match the whole.

1	Cc1cc(N2CCCC2)c(C)cc1C=O
2	CCn1ccc(C(=O)Nc2ccc3c(c2)CCC3)n1
3	Cc1c(OC(C(=O)O)c2ccccc2)ccc2c3c(c(=O)oc12)CCC3 (configuration not stated)
4	O=C(c1ccccc1)N1CCCCC(Sc2nnc3ccccn23)C1=O (configuration not stated)
5	COC(=O)c1cn(NC(=O)c2ccc(OC)c([N+](=O)[O-])c2)c(=O)c2ccccc12
6	CC(C)(C)NC(=O)NC(=O)COC(=O)COc1ccc(Cl)cc1Cl
7	O=C(Nc1ccc(Cl)cc1)c1cc(S(=O)(=O)N2CCCc3ccccc32)ccc1F
8	CCc1c(C)nc2ncnn2c1N1CCC(C(=O)NCc2cccc(OC)c2)CC1

compound no.	1	2	3	4	5	6	7	8
JMJD2A Tudor inh	-32%	12%	1%	-7%	-26%	-29%	-24%	?
BLM inh	-3%	0%	2%	-12%	-5%	-6%	-11%	-2%
BAZ2B inh	?	10%	0%	17%	-22%	5%	9%	-2%
POLH inh	-1%	-10%	-2%	-4%	0%	-26%	-8%	-9%
Pol kappa inh	-3%	18%	9%	-3%	-2%	-3%[60.1 µM]	6%[60.1 µM]	-8%
G9a inh	?	-36%	30%	-9%[59 µM]	-39%	4%	-11%[59 µM]	-28%[12.7 µM]
APE1 inh	0%	50%[activator]	-5%	-4%	8%	-2%	/	1%
Pol iota inh	15%	-16%	?	3%	169%[activator]	2%	11%	5%
POLB inh	-8%	20%	3%	25%	-14%	1%	7%	-28%

4 records picked at random from the list so far, as already listed:
3	Cc1c(OC(C(=O)O)c2ccccc2)ccc2c3c(c(=O)oc12)CCC3 (configuration not stated)
5	COC(=O)c1cn(NC(=O)c2ccc(OC)c([N+](=O)[O-])c2)c(=O)c2ccccc12
6	CC(C)(C)NC(=O)NC(=O)COC(=O)COc1ccc(Cl)cc1Cl
7	O=C(Nc1ccc(Cl)cc1)c1cc(S(=O)(=O)N2CCCc3ccccc32)ccc1F

compound no.	3	5	6	7
JMJD2A Tudor inh	1%	-26%	-29%	-24%
BLM inh	2%	-5%	-6%	-11%
BAZ2B inh	0%	-22%	5%	9%
POLH inh	-2%	0%	-26%	-8%
Pol kappa inh	9%	-2%	-3%[60.1 µM]	6%[60.1 µM]
G9a inh	30%	-39%	4%	-11%[59 µM]
APE1 inh	-5%	8%	-2%	/
Pol iota inh	?	169%[activator]	2%	11%
POLB inh	3%	-14%	1%	7%

Only Pol iota inh and POLH inh, for three of the compounds above:
| entry | Molecule | Pol iota inh | POLH inh |
| --- | --- | --- | --- |
| 6 | CC(C)(C)NC(=O)NC(=O)COC(=O)COc1ccc(Cl)cc1Cl | 2% | -26% |
| 7 | O=C(Nc1ccc(Cl)cc1)c1cc(S(=O)(=O)N2CCCc3ccccc32)ccc1F | 11% | -8% |
| 8 | CCc1c(C)nc2ncnn2c1N1CCC(C(=O)NCc2cccc(OC)c2)CC1 | 5% | -9% |

Further compounds follow:
9	CCc1nnc(NS(=O)(=O)c2ccc(Nc3ccc([N+](=O)[O-])c4nonc34)cc2)s1
10	CC(=O)N1CCOc2cc(S(=O)(=O)N(C)Cc3ccccc3)c(Cl)cc21
11	O=C(Nc1cnc2sccn2c1=O)c1ccccc1Cl
12	CCn1c(=O)c2cc(C(=O)NCc3ccc(F)cc3Cl)sc2c2ccccc21
13	CCOc1ccc(NC(=O)CN(C)C(=O)c2cc(C)on2)cc1OCC
14	NC(=O)CC(NC(=O)Cc1ccc(Br)cc1)c1ccc(NCCc2ccccc2F)c([N+](=O)[O-])c1 (configuration not stated)
15	O=S(=O)(CCc1nc2ccccc2o1)c1ccc(Cl)cc1
16	COc1ccc(C2C(C(=O)NCc3ccccn3)c3cc(OC)c(OC)cc3C(=O)N2C)cc1 (configuration not stated)

compound no.	9	10	11	12	13	14	15	16
JMJD2A Tudor inh	?	-14%	-12%	-13%	-10%	-23%	14%	?
BLM inh	-5%	0%	1%	-5%	/	-3%	0%	-1%
BAZ2B inh	22µM*	-3%	/	-4%	2%	-16%	-3%	8%
POLH inh	?	-11%	12%	-17%	-14%	-5%	-4%	10%
Pol kappa inh	-8%	-12%	0%	-7%	-5%	-7%	5%	-7%
G9a inh	25µM*	-22%[59 µM]	14%[59 µM]	-12%[59 µM]	?	-19%[12.7 µM]	3%[12.7 µM]	-30%[12.7 µM]
APE1 inh	3%	/	-5%	/	2%	-2%	0%	2%
Pol iota inh	42%[activator]	21%	24%	6%	-5%	30%	23%	10%
POLB inh	-4%	-1%	4%	15%	/	8%	-28%	-17%

17	Cc1cccc(NS(=O)(=O)c2ccc3c(c2)NC(=O)CC(=O)N3)c1
18	Cc1[nH]c2ccccc2c1/C=N\NC(=O)CNc1ccc2c(c1)OCO2
19	O=C(CSc1ncc(-c2ccccc2)n1C1CCCC1)N1CCc2ccccc21
20	O=C(CN1CCN(C2CCCCC2)CC1)c1c[nH]c2ccccc12
21	COc1ccccc1-c1coc2c(CN3CCN(C)CC3)c(O)ccc2c1=O
22	CCOC(=O)C(=O)N(CC)C1CCS(=O)(=O)C1 (configuration not stated)
23	Cc1ccc(NC(=O)Cn2cc(S(=O)(=O)Cc3ccc(F)cc3)c3ccccc32)cc1Cl
24	COc1ccc(NC(=O)CSc2nnc(C)n2C2CCCCC2)cc1

compound no.	17	18	19	20	21	22	23	24
JMJD2A Tudor inh	-7%	?	-26%	-29%	-21%	-5%	56µM*	-11%
BLM inh	4%	-11%	-4%	3%	1%	-1%	?	-1%
BAZ2B inh	-9%	45µM*	?	?	4%	3%	50µM*	-9%
POLH inh	-7%	-16%	3%	5%	-1%	-2%	18µM*	-3%
Pol kappa inh	-11%	-7%	6%	-14%	-19%	-10%	?	-12%
G9a inh	10%	10µM*	32µM*	?	30%[59 µM]	?	-50%[59 µM]	?
APE1 inh	-1%	-3%	-11%	4%	2%	5%	/	16%
Pol iota inh	-4%	136%[activator]	17%	8%	6%	40%[activator]	79µM*	34%[activator]
POLB inh	-3%	-1%	23%	1%	-1%	-17%	25µM*	0%

25	COC(=O)c1ccc(NC(=O)c2cnn(-c3ccc(Cl)cc3)c2C2CCN(C(=O)OC(C)(C)C)CC2)cc1
26	Cc1ccccc1NC(=O)C1CCCN(C(=O)Nc2ccc(F)cc2)C1 (configuration not stated)
27	COc1ccc(/C=C/C(=O)OCC(=O)NC2CCCC(C)C2C)cc1 (configuration not stated)
28	COc1cc2[nH]c(=S)n(CCN3CCOCC3)c(=O)c2cc1OC
29	CCc1nnc2n1N(C(C)=O)C(c1ccc(C(C)(C)C)cc1)=C(C(C)=O)S2
30	COCCOc1ccc(C(F)(F)F)cc1NC(=O)COC(=O)Cc1c[nH]c2ccccc12
31	O=C(c1ccc(Cl)c(Cl)c1)N1CCN(Cc2ccc3c(c2)OCO3)CC1
32	O=C(Cc1ccc(F)cc1)NCC1CCCO1 (configuration not stated)

compound no.	25	26	27	28	29	30	31	32
JMJD2A Tudor inh	?	-3%	-5%	32µM*	0%	-34%	-7%	4%
BLM inh	-16%	-1%	/	2%	-16%	/	-6%	1%
BAZ2B inh	8%[57.1 µM]	10%	/	?	1%	-32%	?	1%
POLH inh	-15%	-18%	-6%	0%	-18%	-9%	-7%	-14%
Pol kappa inh	?	3%	-3%	-3%	-9%[60.1 µM]	-10%	-3%	8%
G9a inh	-30%[59 µM]	-9%	/	?	2%[59 µM]	19%[12.7 µM]	-1%	/
APE1 inh	/	-15%	44%	-10%	/	3%	0%	19%
Pol iota inh	89µM*	36%[activator]	27%	29%	28%	29%	93%[activator]	-18%
POLB inh	-28%	5%	/	-15%	-2%	/	-2%	?

33	O=C(NC12CC3CC(CC(C3)C1)C2)C1CC(=O)N(c2ccc(Br)cc2)C1 (configuration not stated)
34	Cc1ccc(C)c(CSC2=NCCN2S(=O)(=O)c2ccccc2)c1
35	CC(C)(O)C#Cc1ccc(C(=O)NCCc2ccc(S(N)(=O)=O)cc2)cc1
36	Cc1ccc(NC(=O)CSc2nnc3nc(C)cc(C)n23)cc1
37	CCN(CC)CCN(Cc1cc2cc3c(cc2[nH]c1=O)OCCO3)C(=O)NC1CCCCC1
38	Cn1nnnc1Sc1ncnc2scc(-c3ccc(F)cc3)c12
39	CC1CCc2c(sc(NC(=O)CCc3nc4ccccc4c(=O)[nH]3)c2C#N)C1 (configuration not stated)
40	O=C(CN1C(=O)NC(Cc2ccccc2)C1=O)Nc1ccc(F)cc1 (configuration not stated)

compound no.	33	34	35	36	37	38	39	40
JMJD2A Tudor inh	7%	74%[activator]	-3%	-5%	-3%	-11%	-18%	-9%
BLM inh	3%	-8%	-10%	-10%	2%	-6%	/	0%
BAZ2B inh	-37%	32%[activator]	0%	9%	8%	-4%	10%	12%
POLH inh	-8%	-19%	-16%	-13%	-6%	-8%	-6%	-2%
Pol kappa inh	-3%	-3%	-6%	-6%	-19%	-17%&8%	-14%	-6%
G9a inh	4%	/	72%[activator]	-1%[59 µM]	8%[2.33 µM]	5%[59 µM]	18%[12.7 µM]	18%[59 µM]
APE1 inh	0%	-9%	3%	/	-1%	-5%	-14%	2%
Pol iota inh	-5%	17%	7%	-5%	-4%	?	8%	15%
POLB inh	?	-22%	4%	24%	-7%	-27%	/	16%

41	CCOC(=O)CSc1nc(C)cc(Oc2ccc(=O)n(C)n2)n1
42	CCOC(=O)CNc1ncnc2c1nnn2C
43	COc1cc2cc(CCO)oc(=O)c2cc1OC
44	CCCC(C)C(=O)NCc1ccccc1OC (configuration not stated)
45	Nc1nc2ccccc2n1/N=C/c1ccc(-c2ccccc2)o1
46	CCc1ccccc1NC(=O)CSc1nc2c(c(=O)[nH]1)CN(Cc1ccccc1OC)CC2

compound no.	41	42	43	44	45	46
JMJD2A Tudor inh	-5%	9%	-24%	2%	-16%	5%
BLM inh	1%	-2%	/	-4%	-3%	-3%
BAZ2B inh	6%	2%	/	25%	-33%	4%
POLH inh	-12%	-15%	-6%	-14%	-11%	-20%
Pol kappa inh	-5%	-5%[60.1 µM]	-4%	-19%	-18%	10%
G9a inh	-1%	1%[59 µM]	/	-7%[59 µM]	-31%[59 µM]	?
APE1 inh	-2%	/	26%	0%	-7%	/
Pol iota inh	?	21%	7%	22%	14%	8%
POLB inh	0%	67%	/	4%	-7%	2%

Compound activity (PubChem BioAssay)
